a7 integrin act: qHTS for Activators of Integrin-Mediated Alleviation for Muscular Dystrophy; hit rate 0.064% among 350,000; Potency, µM (titrated, usually from 38.3 µM), inactives show at the top dose activation, usual class: activators; alpha7betagal myoblasts, beta-gal FDG fluorescence, 48 h;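 also: potency is read from the fitted curve at half-maximal effect; 100% = response of the positive control SU9516; nearly all actives have a fitted effect of over 60% in size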
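alpha7betagal+/- myoblasts (passage 13, 250/well) treated 48 h at 37C with compounds at 1:260 dilution of DMSO stock. Lysed, then beta-galactosidase activity read as FDG fluorescence (ex 480/em 540) after 30 min, with pre-read for autofluorescence.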
MBNL1-CUG inh: qHTS Assay for Inhibitors of MBNL1-poly(CUG) RNA binding | TR-FRET MBNL1-His/biotin-(CUG)12 binding, 665/545 ratio | hit rate 0.036% among 280,000 | Muscleblind-like protein 1 (Homo sapiens), Q9NR56 | Potency, µM (titrated, usually from 57.5 µM), without a hit: at the top dose activity change, negative = inhibition, actives largely listed as inhibitors; active = well fitted inhibition curve with a large enough effect in the signal ratio, with a control signal flat, not every such curve was filed as active; inconclusive = small, poorly fitted or top-dose-only effect, or effect the other way, or a change in a side signal; inactive = no such curve, though single readings can be large or run the other way; the % refers to the signal ratio; also: potency is read from the fitted curve at half-maximal effect; % is scaled to controls: 0 for no effect and ±100 for the full control effect
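Compound titration spanned 92 nM–58 uM against the MBNL1-His/biotin-(CUG)12 complex. After 60 min at room temperature with 5 nM streptavidin-XL665 and 0.055 ng/ul terbium anti-His, ratiometric 665/545 nm emission (Ex 340 nm) normalized to controls.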
PTAP TSG101 blk: qHTS Assay for Iinhibitors of HIV-1 Budding by Blocking the Interaction of PTAP/TSG101; 340,000 tested, under 10 active; Fluorescence polarization, FITC-PTAP peptide / Tsg101 binding; AID 493005, 2010; Tumor susceptibility gene 101 protein (Homo sapiens), Q99816; Potency, µM (top dose mostly 115 µM), for inactives: top-dose activity change, negative = inhibition, hits mostly inhibitors; active = well fitted inhibition curve with a large enough effect in the main read-out, with a control signal flat, not every such curve was filed as active; inconclusive = small, poorly fitted or top-dose-only effect, or effect the other way, or a change in a side signal; inactive = no such curve, though single readings can be large or run the other way; also: potency is read from the fitted curve at half-maximal effect; % of control where 0% means no effect
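FP read-out: FITC-PTAP peptide, 50 nM final, binding Tsg101 binding domain, 10 uM final; 20 min, r.t.; 10 mM HEPES pH 7.5, 0.15 M NaCl, 0.01% Tween 20, 3 mM EDTA, 0.1 mM TCEP.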
TCR act: Activators of T cell receptors: qHTS campaign | AID 504894, 2011 | primary human leukocytes, anti-CD3, IL-2 HTRF, 48 h | Potency, µM (titrated, usually from 9.22 µM), for the others: top-dose activation of IL-2 secretion, actives largely listed as activators | 330,000 tested, under 10 active; also: % of control where 0% means no effect
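1) Mix primary human leukocytes, a-CD3 beads and compound. 2) Incubate 48 hr. 3) Add HTRF IL-2 reagents (a-IL-2-K, a-IL-2-d2).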
AT treatment: qHTS Assay for Identifying a Potential Treatment of Ataxia-Telangiectasia. […] A-T fibroblasts, KAP-1 phosphorylation AlphaLISA; neocarzinostatin DNA damage 30 min before lysis. Potency, µM (titrated, usually from 57.5 µM), without a hit: at the top dose activation, hits mostly activators. hit rate 0.19% among 320,000. AID 485349, 2010; also: potency is read from the fitted curve at half-maximal effect; % of control where 0% means no effect; nearly all actives have a fitted effect of over 45% in size
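hTERT-immortalized A-T patient fibroblasts ([…]), 500 cells/well in OPTI-MEM, 1% FBS, got compounds for 60 min, then NCS for 30 min at 37C. Lysates were then assayed for phospho-KAP-1 by AlphaLISA (anti-pKAP1 donor, anti-KAP1 acceptor beads), 6 hr at 25C.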
Menin-MLL TR inh: qHTS Assay for Inhibitors Targeting the Menin-MLL Interaction in MLL Related Leukemias: Competition With Texas Red Labeled MLL-derived Mutant Peptide. O00255. Menin + Texas Red MLL mutant peptide, fluorescence polarization. Potency, µM (titrated, usually from 61.6 µM), for the others: at the highest dose FP activity change, negative = inhibition, most hits filed as inhibitors. hit rate 0.23% among 270,000; active = well fitted inhibition curve with a large enough effect in the polarisation, with a control signal flat, not every such curve was filed as active; inconclusive = small, poorly fitted or top-dose-only effect, or effect the other way, or a change in a side signal; inactive = no such curve, though single readings can be large or run the other way; the % refers to the polarisation; also: potency is read from the fitted curve at half-maximal effect; % of control where 0% means no effect; many of its hits are not listed in these tables
ASM inhibitor: Inhibitors of Secretory Acid Sphingomyelinase (S-ASM): qHTS. hit rate 0.006% among 340,000. Potency, µM (top dose mostly 57.5 µM), inactives show at the highest dose activity change, negative = inhibition, hits mostly inhibitors. placental ASM, HMU-PC fluorogenic substrate, 60 min. Sphingomyelin phosphodiesterase (Homo sapiens), P17405; also: potency is read from the fitted curve at half-maximal effect
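Fluorescence read-out (Ex 386 nm, Em 447 nm) after stopping the reaction at pH 10. Enzyme: ASM from human placenta; substrate HMU-PC0, 9 uM final; 60 min, 37 °C. Compound preincubation 10 min, ambient temperature.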
Mito fusion yeast: qHTS Assay for Small Molecule Inhibitors of Mitochondrial Division or Activators of Mitochondrial Fusion. S. cerevisiae fusion-defective mutant growth rescue, CellTiterGlo 48 h. Potency, µM (series often up to 46.1 µM), for the others: top-dose growth rescue (activation), most hits filed as activators. hit rate 0.23% among 320,000. AID 485298, 2010;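 also: potency is read from the fitted curve at half-maximal effect; % of control where 0% means no effect; nearly all actives have a fitted effect of over 45% in size; temperature-sensitive fusion mutants such as fzo1-1 at 37 °C on non-fermentable ethanol glycerol medium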
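Temperature-sensitive fusion-defective S. cerevisiae (e.g. fzo1-1, mgm1-5) were grown with compound in YPEG medium (3% ethanol, 3% glycerol) for 48 hours at 37C. Growth rescue was measured as viability by CellTiterGlo luminescence after 10 minutes at ambient.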
TSHR antag: Antagonists of the Thyroid Stimulating Hormone Receptor: HTS campaign; Thyrotropin receptor (Homo sapiens), P16473; TSHR-expressing cells, TSH-stimulated cAMP HTRF, 2 h; stronger effect = lower value; activity change, negative = inhibition, % at 11.5 µM; hit rate 0.2% among 330,000; AID 504810, 2011;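 active = activity change below a set negative limit, meaning inhibition stronger than a set level, cut at about -70% in these data; inconclusive = activity change between two set negative limits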; also: % is scaled to controls: 0 for no effect and ±100 for the full control effect
Target sequence (P16473 whole entry, looked up): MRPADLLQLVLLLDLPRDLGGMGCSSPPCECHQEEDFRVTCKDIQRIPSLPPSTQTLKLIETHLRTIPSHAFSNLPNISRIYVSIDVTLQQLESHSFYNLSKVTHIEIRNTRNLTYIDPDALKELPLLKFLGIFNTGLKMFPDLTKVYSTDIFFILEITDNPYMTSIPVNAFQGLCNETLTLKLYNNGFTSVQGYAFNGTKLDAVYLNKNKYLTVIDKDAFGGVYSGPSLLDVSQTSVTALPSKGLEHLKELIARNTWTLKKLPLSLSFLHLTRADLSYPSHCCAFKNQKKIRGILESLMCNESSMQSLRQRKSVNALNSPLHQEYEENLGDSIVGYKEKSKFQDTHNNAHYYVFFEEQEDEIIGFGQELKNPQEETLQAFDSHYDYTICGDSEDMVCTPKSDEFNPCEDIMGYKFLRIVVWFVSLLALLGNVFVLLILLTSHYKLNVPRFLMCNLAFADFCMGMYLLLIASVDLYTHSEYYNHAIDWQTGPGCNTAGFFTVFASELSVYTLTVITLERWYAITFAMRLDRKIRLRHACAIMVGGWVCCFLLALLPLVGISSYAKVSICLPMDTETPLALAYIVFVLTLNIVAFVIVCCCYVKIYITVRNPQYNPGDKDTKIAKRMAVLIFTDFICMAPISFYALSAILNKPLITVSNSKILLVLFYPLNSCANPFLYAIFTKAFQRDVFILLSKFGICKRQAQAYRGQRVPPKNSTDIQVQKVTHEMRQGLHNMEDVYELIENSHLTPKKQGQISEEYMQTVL
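Competitive HTRF cAMP read-out (cryptate anti-cAMP antibody, cAMP-d2; 30 min, room temperature) in freshly harvested TSHR cells. Compounds added before TSH at EC80 (4nM final), followed by 2 hours' incubation at 37 deg C.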
MLL CXXC-DNA inh: qHTS Fluorescence Polarization Assay for Inhibitors of MLL CXXC domain - DNA interaction | Potency, µM (highest dose often 115 µM), without a hit: top-dose activity change, negative = inhibition, most hits filed as inhibitors | Histone-lysine N-methyltransferase 2A (Homo sapiens), Q03164 | hit rate 0.037% among 290,000 | MLL-CXXC / FITC-HOXA9 DNA fluorescence polarization; active = well fitted inhibition curve with a large enough effect in the polarisation, with a control signal flat, not every such curve was filed as active; inconclusive = small, poorly fitted or top-dose-only effect, or effect the other way, or a change in a side signal; inactive = no such curve, though single readings can be large or run the other way; the % refers to the polarisation; also: potency is read from the fitted curve at half-maximal effect
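Steps: dispense CXXC domain solution (7 uM) → pin compounds or unlabeled HOX-A9 DNA control → 5 min ambient → add FLSN-HOX-A9 solution (50 nM) → spin → 30 min ambient → fluorescence polarization. Tris pH 7.5/NaCl/DTT/BSA buffer.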
Starred values were filed as active, the others as inactive; u = inconclusive; x = not tested or not shown; [ ] = remark or other dose. Unless noted, calls follow the shape of the dose curve; as a rule, active = well fitted curve in the direction sought with a large enough effect; inconclusive = small, poorly fitted or top-dose-only effect, or another doubt; inactive = no such curve, though single readings can be large; an effect the other way counts as inactive or inconclusive. A portion of the library, so the mix of outcomes need not match the whole.

SMILES	a7 integrin act	MBNL1-CUG inh	PTAP TSG101 blk	TCR act	AT treatment	Menin-MLL TR inh	ASM inhibitor	Mito fusion yeast	TSHR antag	MLL CXXC-DNA inh
O=C(c1ccc(Cn2c(=O)[nH]c3ccccc3c2=O)cc1)N1CCN(c2ccc(Cl)cc2)CC1	-33%	0%	-11%	15%	-3%	3%	-22%	-3%	-8	8%
NC(=O)NC(CC(=O)OCC(=O)NC(=O)NCc1ccco1)c1ccc(Cl)cc1 (stereo not drawn)	-9%	-10%	-1%	0%	1%	-19%	0%	0%	2	6%
CCOCCOC(=O)NCCCCCCNC(=O)OCCOCC	-30%	1%	-1%	0%	7%	x	1%	0%	-29	4%
O=C(CSc1nnc(CNC(=O)c2ccco2)o1)c1ccccc1	3%	0%	-4%	-1%	x	6%	-1%	4%	-9	-6%
CCCC(C(=O)NCc1ccco1)N(C(=O)CNS(=O)(=O)c1ccccc1)c1ccccc1OC (stereo not drawn)	0%	-3%	0%	-3%	-4%	u	9%	-1%	10	-6%
COc1cc(C2C(C#N)=C(N)Oc3cc(C)oc(=O)c32)ccc1OC(=O)N1CCOCC1 (stereo not drawn)	-11%	0%	-1%	2%	1%	3%	-2%	-1%	4	2%
CCC(c1ccc(O)c(O)c1)C(CC)c1ccc(O)c(O)c1 (stereo not drawn)	-65%[inhibitor]	x	-4%	-3%	x	x	-14%	x	x	x
O=C(Nc1ccc(Cl)cc1)N1CCCN(c2ccc(C(F)(F)F)cc2[N+](=O)[O-])CC1	-38%	9%	-3%	3%	3%	x	-29%	3%	-1	-3%
Cc1cccc(C(=O)NC(NCc2ccco2)C(Cl)(Cl)Cl)c1 (stereo not drawn)	19%	-2%	-3%	1%	-5%	8%	1%	4%	14	7%
CN(Cc1ccccc1)C(=O)c1cccc(NC(=O)Cc2ccc(NC(=O)C3CCN(C(=O)CCc4ccccc4)CC3)cc2)c1	-4%	x	3%	4%	x	x	-1%	x	x	x
CCCC(c1nnnn1C(C)(C)CC)N(Cc1ccco1)Cc1cc2ccc(OC)cc2[nH]c1=O (stereo not drawn)	-42%	5%	1%	7%	10%	-17%	-2%	20%	0	0%
Cc1cccc(C)c1NC(=O)NC1(C(=O)NCCCN2CCOCC2)CCCCC1	2%	-12%	-4%	3%[46.1 µM]	0%	-7%	4%	-5%	6	6%
Cc1cccc(N2CCN(C(=O)c3cc(S(=O)(=O)N(C)C)ccc3N3CCCC3)CC2)c1C	-9%	-5%	-1%	4%	-6%	u	-3%	1%	0	10%
CN(C)/C(CN1CCN(C=O)CC1)=C1\N=C(c2ccccc2)OC1=O	15%	u	-7%	4%	-8%	x	-5%	1%	14	-3%
Cc1ccc2c(c1)nc(-n1nc(C)cc1C)c1nnnn12	-2%	22%	-4%	1%	-1%	-19%	0%	22%	-3	-5%
c1coc(-c2nc3ccccc3s2)c1	0%	x	-2%	-4%	x	x	1%	x	x	x
CC(C)C(NC(=O)C1CCC(C(C)(C)C)CC1)C(=O)NCCCN1CCCCC1 (stereo not drawn)	-17%	-3%	-3%	7%	5%	5%	2%	-3%	-4	1%
Cc1ccc(/C=N/n2c(=O)c(C(C)(C)C)nn3cnnc23)cc1	27%	-11%	-2%	0%[46.1 µM]	7%	-14%	3%	1%	29	28%
CCc1ccc(NC(=O)Cn2c3[n+](c4c(F)c(F)ccc42)CCCCC3)cc1	-54%	-2%	-2%	x	21%	1%	-2%	-8%	16	-2%
Cc1ccc(OCc2nnc(SCc3cc(=O)[nH]c4ccccc34)o2)cc1	6%	-5%	-6%	x	10%	7%	-9%	-3%	-2	3%
Cc1ccc(C(=O)NCC(=O)OCC(=O)NC(C)c2ccccc2)s1 (stereo not drawn)	15%	-6%	-3%	0%	-1%	-6%	1%	-6%	1	-4%
CCN(CC)S(=O)(=O)N1CCC(C(=O)NCCN2CCOCC2)CC1	7%	-12%	-4%	-2%	7%	0%	4%	6%	14	0%
CN1CCN(C(=O)CCn2nc(-c3ccccc3)c3ccccc3c2=O)CC1	-14%	0%	-3%	0%	6%	-4%	1%	-5%	-5	-9%
N#Cc1cccc(-c2nnc(SCc3ccccc3C#N)o2)c1	-18%	-8%	-12%	x	5%	8%	-2%	5%	1	7%
COc1ccc(OC)c(NC(=O)COC(=O)CCC2CCCC2)c1	-17%	x	0%	-1%	4%	x	-1%	15%	4	x
Cc1ccc(S(=O)(=O)N(C)c2ccc(OC(C)C(=O)N(C)c3ccccc3)cc2)cc1 (stereo not drawn)	-9%	x	2%	-3%	8%	x	0%	1%	-11	x
NC(=O)c1ccccc1OCC(=O)Nc1ccc(Cl)c(Cl)c1	-5%	-3%	-1%	11%	13%	x	0%	2%	-7	11%
COc1cccc(C(=O)N2CCN=C2SC)c1	20%	2%	2%	-6%	6%	0%	0%	-5%	0	14%
O=S(=O)(Nc1ccc(S(=O)(=O)N2CCCCCC2)cc1)c1cccs1	5%	-2%	-6%	-1%	3%	2%	-2%	0%	-2	-5%
Cc1cc[n+](CC(=O)Nc2ccccc2)cc1	-1%	-5%	0%	x	1%	4%	-2%	-2%	19	5%
COc1ccc(CNc2ccc(C)c(C)c2)cc1	3%	4%	1%	-12%	2%	-8%	1%	15%	-4	-11%
Oc1cccc(Nc2ncnc3ccccc23)c1	7%	-1%	-4%	2%	11%	4%	-1%	-2%	0	9%
Cc1cc(=O)[nH]c(SCc2cc(Cl)ccc2OC(F)F)n1	-16%	9%	-5%	-3%	6%	-3%	-1%	12%	-17	-10%
CN(CC(=O)NCc1cccnc1)S(=O)(=O)c1ccc2c(c1)c(=O)n(C)c(=O)n2C	7%	-8%	-4%	-2%	14%	-3%	1%	0%	25	-12%
Cc1cccc(NC(=O)COC(=O)c2ccccc2SCC(=O)N2CCCC2)c1	-8%	0%	-2%	2%	15%	x	3%	0%	-10	-3%
O=c1[nH]cnc2c1ncn2Cc1ccc([N+](=O)[O-])cc1	3%	u	-3%	-12%	0%	u	-1%	5%	20	-4%
C[C@H](CO)N1C[C@H](C)[C@@H](CN(C)S(C)(=O)=O)Oc2ccc(NC(=O)C3CCCCC3)cc2C1=O	4%	x	-1%	6%	6%	x	-6%	x	1	x
CCNc1nc(NCc2ccccc2)nc(SCC(N)=O)n1	22%	2%	-2%	0%	1%	-1%	5%	u	-6	-2%
O=c1[nH]c(CN2CCN(S(=O)(=O)/C=C/c3ccccc3)CC2)nc2cc(Cl)ccc12	19%	x	0%	1%	7%	x	31%	11%	-14	0%
O=C(c1ccco1)N1CCC(n2nnc3ccccc32)CC1	10%	-11%	-1%	4%	x	8%	5%	-2%	18	0%
CCCCC(C(=O)NC(=O)NCc1ccccc1)N1C(=O)c2ccccc2C1=O (stereo not drawn)	0%	-1%	-5%	-10%	x	5%	-4%	3%	9	-1%
CCN1C(=O)Nc2cccc3cccc1c23	u	x	-5%	10%	x	x	0%	x	x	x
Cn1c(=O)c2c(nc(Oc3ccc4c(c3)OCO4)n2Cc2ccc(Br)cc2)n(C)c1=O	2%	-12%	-2%	-1%	-27%	x	-1%	0%	6	-4%
Cc1ccc(C)c(NS(=O)(=O)c2cc(C(=O)N3CCc4ccccc4C3)ccc2Cl)c1	-18%	-20%	-5%	x	-8%	3%	-9%	6%	13	-5%
CCc1ccc(C2C3=C(CCCC3=O)OC3=C2C(=O)CCC3)cc1	-3%	-12%	-4%	1%[46.1 µM]	-2%	-4%	4%	-7%	-2	4%
O=c1cc(-c2ccccc2)cc(-c2ccccc2)n1O	-27%	x	-2%	11%	-23%	x	-8%	6%	1	x

Screening data deposited in PubChem BioAssay by National Center for Advancing Translational Sciences (NCATS).
